# Screening results (PubChem BioAssay)
# SW480 rereplic: A quantitative high throughput screen for small molecules that induce DNA re-replication in SW480 colon adenocarcinoma cells | SW480 DNA re-replication, Hoechst DNA content imaging, 48 h | Potency, µM (top dose mostly 46.1 µM), inactives show at the top dose re-replication activation, usual class: activators | 1.8% of 340,000 active | AID 624297, 2012; note: potency is the fitted concentration of half-maximal effect; % of control where 0% means no effect; nearly all actives have a fitted effect of over 55% in size
#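 250 cells/well; 23 nL cpd via pin tool; 48 hr, 37 C, 5% CO2; Hoechst 40 min; imager read of total nuclear intensity, ex 405/em 500-530 nm.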
# ATXN2 expr inh: Primary qHTS for Inhibitors of ATXN expression; HEK-293 ATXN2-luciferase reporter, luminescence, 24 h; Potency, µM (doses to about 57 µM), inactives show at the top dose activity change, negative = inhibition, hits mostly inhibitors; 0.72% of 360,000 active; note: potency is the fitted concentration of half-maximal effect; % is set by controls: 0 for no effect and ±100 for the full control effect; nearly all actives have a fitted effect of over 55% in size
#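 ATXN2-luciferase reporter cells (luciferase flanked by upstream and downstream ATXN2 gene portions) were treated 24 h at 37 °C with compounds at up to 57 uM. SteadyGlo luminescence gave expression; GF-AFC fluorescence gave viability.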
# ATXN viability: Viability Counterscreen for Primary qHTS for Inhibitors of ATXN expression. 0.49% of 400,000 active. S2 cells (HEK-293 line with an ATXN2-luciferase reporter) viability, CellTiter-Fluor protease fluorescence, 24 h. Potency, µM (doses to about 56.7 µM), usual class: cytotoxic. AID 651635, 2014; note: potency is the fitted concentration of half-maximal effect; nearly all actives have a fitted effect of over 40% in size
# MCF10A rerep: A quantitative high throughput screen for small molecules that induce DNA re-replication in MCF 10a normal breast cells; MCF 10A DNA re-replication, Hoechst nuclear intensity, 48 h; Potency, µM (top dose mostly 46.1 µM), for the others: at the highest dose activity, positive = re-replication, hits mostly activators; 2.9% of 350,000 active; note: potency is the fitted concentration of half-maximal effect; % of control where 0% means no effect; nearly all actives have a fitted effect of over 50% in size
# HT1080 IDH1KD tx: qHTS for induction of synthetic lethality in tumor cells producing 2HG: qHTS for the HT-1080-IDH1KD cell line; HT-1080 IDH1 knockdown viability, ATP luminescence, 48 h; Potency, µM (top dose mostly 46.1 µM), without a hit: at the top dose activity, negative = toxicity, actives largely listed as cytotoxic; 2% of 360,000 active; AID 686971, 2013;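 note: potency is the fitted concentration of half-maximal effect; 0% = DMSO wells and -100% = cell-free medium wells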
#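 Knockdown cells (IDH1KD HT-1080) received compounds 2 h after plating at 750 cells/well and were kept 48 h at 37 °C in 5% FBS RPMI. A CellTiter-Glo luminescence read gave % activity for curve fitting.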
# KB-3-1 cytotox: qHTS assay for MDR1-selective chemotherapeutics: Primary screen using the parental adenocarcinoma cell KB-3-1; 1.4% of 400,000 active; Potency, µM (doses to about 46.1 µM), without a hit: top-dose activity change, negative = cytotoxic, usual class: cytotoxic; KB-3-1 viability, CellTiter-Glo ATP luminescence, 72 h; AID 1347075, 2019; note: potency is the fitted concentration of half-maximal effect; % is set by controls: 0 for no effect and ±100 for the full control effect; nearly all actives have a fitted effect of over 60% in size
#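 Multi-concentration cytotoxicity screen in KB-3-1 cells grown in DMEM lacking phenol red with 10% FBS. After 72 h at 37 °C with compound, ATP-dependent luminescence was recorded.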
# HepG2 tox: qHTS for Inhibitors of TGF-b: Cytotox Counterscreen | Potency, µM (titrated, usually from 46.1 µM), for inactives: top-dose activity change, negative = cytotoxicity, hits mostly cytotoxic | HepG2 CAGA-GFP viability, ATP luminescence, 18 h | AID 588856, 2011 | 0.76% of 410,000 active; note: potency is the fitted concentration of half-maximal effect; some results filed as inactive show a strong effect at the top dose
#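 CellTiter-Glo luminescence gave cytotoxicity after 18 hours at 37 degrees C. The cells were HepG2 CAGA-GFP in 1% FBS DMEM, stimulated with 500 pg/mL TGF-beta after compound addition. %Activity was normalised to no-cell wells (complete cell-killing) and DMSO (no toxicity), and curves were fitted and classified.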
# HT1080NT lethal: qHTS for induction of synthetic lethality in tumor cells producing 2HG: qHTS for the HT-1080-NT fibrosarcoma cell line; HT-1080-NT fibrosarcoma viability, CellTiter-Glo ATP luminescence, 48 h; Potency, µM (doses to about 46.1 µM), for inactives: top-dose activity, negative = less viability, usual class: cytotoxic; 1.6% of 360,000 active; AID 686970, 2013;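 note: NT is the 2HG producing partner of a matched IDH1 knockdown line; potency is the fitted concentration of half-maximal effect; 0% = DMSO-treated cells and -100% = media-only wells without cells; nearly all actives have a fitted effect of over 55% in size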
#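 HT-1080-NT fibrosarcoma cells (2HG-overproducing), 750 cells/well in RPMI with 5% FBS, dosed after 2 h and incubated 48 h at 37C. CellTiter-Glo luminescence normalized to DMSO and no-cell wells; concentration-response curves fitted and classed.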
# IL1B secr inh: qHTS for Inhibitors of Inflammasome Signaling: IL-1-beta AlphaLISA Primary Screen | THP-1 LPS/ATP IL-1B secretion, AlphaLISA, 16 h; stronger effect = lower value | AID 743279, 2014 | activity change, % at 57.5 µM | 4.7% of 360,000 active; in the data active = activity change below about -50%; inconclusive = mostly about -30% to -49%; note: % is set by controls: 0 for no effect and ±100 for the full control effect
#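 Secreted IL-1B measured by AlphaLISA bead assay after 16 h compound exposure of THP-1 cells; compounds (final up to 57.5 uM) added 1 h before LPS (250 ng/mL) and ATP (1.25 mM) stimulation; lower signal means less secretion.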
# An asterisk follows results filed as active; i = inactive; ? = inconclusive; . = no result given; & = joins results of further samples; [ ] = remark or other dose. Unless noted, calls come from the whole dose curve; as a rule, active = well fitted curve in the direction sought with a large enough effect; inconclusive = small, poorly fitted or top-dose-only effect, or another doubt; inactive = no such curve, though single readings can be large; an effect the other way counts as inactive or inconclusive.
# Sequence of screens: SW480 rereplic | ATXN2 expr inh | ATXN viability | MCF10A rerep | HT1080 IDH1KD tx | KB-3-1 cytotox | HepG2 tox | HT1080NT lethal | IL1B secr inh
- O=S(=O)(Nc1nc2ccccc2[nH]1)c1ccc(Cl)cc1
  -7% | 1% | i | 0% | -12% | -14% | -12% | -7% | -6
- OC(c1ccccc1)(c1nc(-c2cccc(C(F)(F)F)c2)cs1)C(F)(F)F (stereo unspecified)
  . | ? | ? | . | 16µM* | -1% | -96% | 23µM* | -30
- CCCCNC(=O)C1c2ccccc2OCC(=O)N1C1CC1 (stereo unspecified)
  . | -3% | i | . | 12% | 26% | . | 22% | 30
- O=C(NC1CCCc2ccccc21)C1CCCC1 (stereo unspecified)
  0% | 21% | i | -1% | 10% | -3% | -5% | -1% | 13
- O=C1[C@H](Cc2ccccc2)NCCCC[C@@H](c2ccc(Cl)cc2)N1Cc1ccccc1
  2% | ? | ? | 26% | ? | ? | -68%&-89% | ? | -53*
- Clc1ccccc1-c1nn2c(Cn3cnc4ccccc43)nnc2s1
  -8% | -6% | i | 1% | 1% | 1% | 4% | 4% | 13
- Cc1cc(NC(CC(C)C)C(=O)O)nc(Cc2ccccc2)n1 (stereo unspecified)
  -11% | 0% | i | ? | 9% | 3% | 11% | 7% | 49
- O=C(Cn1cnc2sc(-c3ccccc3)cc2c1=O)N1CCOCC1
  -7% | 4% | i | -9% | -6% | -9% | 3% | 2% | 1
- CC(=O)N1CCN(S(=O)(=O)c2cccc(C(=O)OCC(=O)NC(=O)c3cccn3C)c2)CC1
  -2% | 4% | i | -7% | -2% | 26% | 0% | -1% | 51
- CCc1ccc2[nH]c(=O)c(CN(CCCN3CCOCC3)C(=O)Nc3cccc(Cl)c3)cc2c1
  4%[9.22 µM] | -27% | ? | ? | ? | ? | -77% | ? | -62*
- CCN(CC)CCNc1nc(-c2ccccc2)c2c(c1C#N)CC(C)(C)OC2
  -1% | -6% | i | 0% | -5% | -6% | -7% | -2% | -17
- C[C@H]1CN(C2CCCCC2)C(=O)[C@@H]1CC(=O)Nc1ccc(Br)cc1
  . | -5% | i | . | 12% | 14% | -5% | 28% | -5
- CCCn1nc(NC(=O)c2ccncc2)c2cc3ccccc3nc21
  1% | -21% | ? | 5% | -10% | -8% | -23% | -1% | ?
- CC(=O)N1c2ccc(S(=O)(=O)NCCC(=O)Nc3ccc(Cl)cc3)cc2CC1C (stereo unspecified)
  . | . | . | . | 2% | -4% | -27% | 7% | 3
- Cc1sc2ncnc(SCC(=O)N3CCCC3)c2c1C
  -2% | 0% | i | 4% | 7% | 16% | -19% | 4% | -12
- O=S1(=O)CC(N2CCN(CCO)CC2)CN1Cc1cn(Cc2ccc(F)cc2)nn1 (stereo unspecified)
  . | 8% | i | . | 28% | 10% | . | 26% | 17
- CNS(=O)(=O)c1cc(Nc2ncnc3sccc23)ccc1C
  4% | 2% | i | 13% | 7% | 3% | -36% | 5% | -30
- COc1ccccc1NC(=O)c1oc2ccc(C)cc2c1C
  -6% | 41%[activator] | i | ? | 11%[9.24 µM] | -8% | 6% | -7% | 14
- Cc1cc(C(=O)Nc2ccc(F)cc2C)n(-c2ccccc2)n1
  -2% | . | i | -3% | 6% | 3% | 0% | 3% | -11
- N#Cc1ccc(Cl)cc1NC(=O)CN1C(=O)C(=O)N(CCC2=CCCCC2)C1=O
  . | . | i | . | -6% | 2% | 3% | 0% | 21
- COc1cc(Cl)c(S(=O)(=O)N2CC(C)OC(C)C2)cc1Cl (stereo unspecified)
  0% | -9% | i | 25% | 0% | 4% | -1% | 4% | 9
- CCCSC(=O)N(CC)CC(=O)Nc1c(CC)cccc1CC
  -2%[9.22 µM] | 0% | i | 12% | -1% | 6% | 1% | -1% | -7
- O=S(=O)(O)c1ccc(O)c2cc(Nc3ccccc3)ccc12
  -9% | 9% | i | -10% | -12% | ? | -3% | -2% | 31
- O=C(CCN1CCCCC1)Nc1cccc(Cl)c1
  1% | -3% | ? | 1% | 15% | -1% | 4% | 8% | 9
- CC(=O)c1cccc(-n2nnnc2SCC(=O)Nc2cccc(NC(=O)c3ccco3)c2)c1
  6% | -15% | i | ? | -6% | 9% | -4% | -1% | 7
- CCOc1ccc(S(=O)(=O)n2nc(C)c(S(=O)(=O)N3CCOCC3)c2C)cc1
  4% | 6% | i | -1% | 13% | -9% | 8% | 22% | -5
- Cc1oc(-c2cccc(Cl)c2)nc1CN1CCC(C(=O)NCCCN2CCCC2=O)CC1
  7% | -4% | i | 0% | -2% | 0% | -5% | -12% | -28
- COc1ccc(CCNC(=S)NNC(=O)c2c(Br)c(C)nn2C)cc1OC
  -3% | -3% | i | -3% | 0% | . | -7% | -8% | -1
- COC(=O)C1=C(CS(=O)(=O)c2ccccc2)NC(=O)NC1c1ccc(OC)c(OC)c1 (stereo unspecified)
  ? | . | i | ? | 3% | 1% | 2% | 0% | 8
- CCCCNC(=O)C1CC(=O)N(CCc2ccccc2)C1 (stereo unspecified)
  -32% | . | i | 14% | 8% | 9% | -1% | 7% | -15
- CCN1CCN(CCCNC(=O)CCCn2nc(C)c3sc4ccccc4c3c2=O)CC1
  24% | -3% | i | 0% | -4% | -9% | 3% | -5% | ?
- CCCCNC(=O)Nc1cc(C(F)(F)F)c[nH]c1=O
  -8% | . | . | -1% | 1% | 5% | -2% | 5% | ?
- N#Cc1ccccc1NC(=O)COC(=O)c1ccc2c(c1)OCCO2
  0% | 20% | i | -2% | 6% | 4% | -12% | 15% | 22
- COc1c(Cl)cc(-c2noc(C)c2C(=O)NC(C)C)cc1Cl
  -2% | 8% | i | 0% | 6% | 14% | -31% | 10% | 19
- CCOC(=O)C1CN(S(=O)(=O)c2ccc(C)cc2)CCN1S(=O)(=O)c1ccc(C)cc1 (stereo unspecified)
  0% | 4% | i | 12% | -2%[9.24 µM] | -1% | -1% | -6% | -11
- Cn1[nH]c(-c2ccccc2)c(/C=N/O)c1=O
  -7% | 0%[11.3 µM] | ? | -4% | 16% | 13% | 0% | 1% | 0
- Cc1ccc(S(=O)(=O)NC2(C(=O)O)CCCC2)cc1
  -7% | 4% | ? | -2% | 18% | 2% | 1% | -2% | 16
- N#CCc1nn(Cc2ccc(F)cc2)c(=O)c2ccccc12
  -1% | 7% | i | 2% | 9% | 1% | -44% | 2% | 6
- CC12C(=O)N(c3ccccn3)C(=O)C1C1C=CC2C1 (stereo unspecified)
  -4% | -8% | i | -1% | -7% | 12% | -58% | 2% | -6
- CC(NC(=O)COC(=O)c1ccc([N+](=O)[O-])o1)c1ccccc1 (stereo unspecified)
  ? | -9% | i | -12% | -1% | 0% | -14% | 5% | -13
- CS(=O)(=O)N(CC(=O)N1CCC(C(N)=O)CC1)Cc1ccc(Cl)c(Cl)c1
  -4% | . | i | -1% | 4% | 1% | -14% | 9% | -3
- N#C/C(=C/Nc1ccccc1F)S(=O)(=O)c1ccc(Cl)cc1
  -7% | 1% | i | 7% | -11% | 3% | 8% | 2% | -6
- CC(C)CNc1nc(N)c([N+](=O)[O-])c(NCc2ccccc2)n1
  -8% | 0% | i | -3% | -3% | 25% | -1% | 2% | 57
- COc1ccc(/C=C/C(=O)OCCCN(C)C)cc1
  3% | -23%[11.3 µM] | i | 1% | 1% | -19% | 9% | 3% | -6
- CCC1CN(C(=O)NCc2ccc(F)cc2)c2ccccc2O1 (stereo unspecified)
  0% | 5% | . | -9% | 8% | -8% | 13%&-32% | 0% | -21
- O=S(=O)(NC1CC2CCC1C2)c1ccc(Cl)cc1 (stereo unspecified)
  ? | -9% | i | 13% | -8% | -5% | -7% | -1% | 0
- CCC(C)NC(=O)Cn1c(=O)n(CCCCC(=O)NCc2ccco2)c(=O)c2ccccc21 (stereo unspecified)
  11% | 1% | i | 22% | -1% | 0% | -17% | -5% | -15
- CCOC(=O)c1sc(NC(=O)/C=C/c2cnn(CC)c2C)c(C(=O)OCC)c1C
  -1% | ? | i | ? | 3% | ? | 5% | 17% | ?
- C=CCNc1nc(SCC=C)nc2ccsc12
  0% | -12% | i | 11% | -1% | 12% | -6% | 5% | 3
- COc1ccc(Nc2ncnc3c2cnn3-c2ccccc2)cc1OC
  9% | -6% | i | -1% | -20% | 3% | 2% | -22% | -17

# Additional structures follow.
# Sequence of screens: SW480 rereplic | ATXN2 expr inh | ATXN viability | MCF10A rerep | HT1080 IDH1KD tx | KB-3-1 cytotox | HepG2 tox | HT1080NT lethal | IL1B secr inh
- O=C(NC1CCCC1)c1cccc2c1C(=O)c1ccc(/C=C/c3ccccc3)cc1S2(=O)=O
  17% | 19% | . | 2% | 1% | ? | -4% | 3% | 33
- COc1ccc(Nc2ncccc2C(=O)NCc2ccccc2)cc1
  -2% | -8% | i | -1% | 5% | 0% | -14% | -1% | 1
- O=C(CC1C(=O)OCC2CCCCN21)Nc1ccccc1C(F)(F)F (stereo unspecified)
  7% | -29% | i | ? | 2% | 0% | -4% | -13% | -7
- COc1ccc(-c2noc(=O)n2Cc2ccccc2F)cc1
  -5% | 0% | i | 3% | 1% | -2% | -20% | -1% | -30
- O=[N+]([O-])c1cccnc1Oc1ccc(F)cc1F
  -6% | -28% | i | 0% | 19% | 5% | 11% | 8% | -16
- COC(=O)c1nnn(-c2ccc(Cl)cc2)c1C(=O)OC
  . | -1% | i | . | . | 3% | -1% | . | .
- CCOc1ccc(-c2cc(C(=O)NCCCN3CCCC3)c3ccccc3n2)cc1
  13% | 11% | i | ? | ? | -8% | -31% | ? | .
